# dFosB activator: activators of mouse delta FosB homodimer; P13346; purified delta FosB, TAMRA-CDK5 oligo fluorescence polarization; percent of positive-control signal above neutral wells; activation, % at 25 µM; actives 0.99% (n = 340,000);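 active = mean activation above about 17%, with every replicate also reaching it, limit read from the data, passing the limit was not always enough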;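 note: fluorescence polarization rise as delta FosB binds a TAMRA Cdk5 AP-1 oligo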
# NSD2 inh: inhibitors of human histone methyltransferase NSD2; NSD2 peptide methylation, AlphaScreen, 120 min; inhibition, % at 12.5 µM; actives 0.54% (n = 310,000); in the data active = inhibition above about 50%
# PvdQ acylase: blocks Pseudomonas aeruginosa PvdQ acylase activity; purified PvdQ acylase, fluorescence plate reader; AID 488965; actives 0.063% (n = 340,000); inhibition, % at 10 µM; in the data active = inhibition above about 30%, passing the limit was not always enough;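 note: 0% = vehicle neutral wells and 100% = reference inhibitor wells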
# MITF TRPM1 HTS: MITF TRPM1 promoter activation in melanoma cells; SK-MEL-5 TRPM1-promoter luciferase, 24 h; % of positive control, neutral wells = 0; activation, % at 12.5 µM; actives 0.75% (n = 300,000);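 active = mean activation of at least 80% with every replicate also reaching 80%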;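 note: 0% = neutral control wells and 100% = parthenolide positive control wells; values of inactives mirror those of a sister screen read the other way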
# HTR5A ag: HTR5A agonism, opioid heterodimer counter-screen | P47898 | actives 0.61% (n = 340,000) | HTR5A agonist assay, luminescence, cell-based | activation, % at 9.3 µM; in the data active = activation mostly above about 9.5%, no sharp cut-off; inactive = mostly below about 7.6%;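 note: 0% = cells with vehicle only and 100% = reference agonist; strong numbers were not always called active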
# Target sequence (P47898 whole entry, looked up): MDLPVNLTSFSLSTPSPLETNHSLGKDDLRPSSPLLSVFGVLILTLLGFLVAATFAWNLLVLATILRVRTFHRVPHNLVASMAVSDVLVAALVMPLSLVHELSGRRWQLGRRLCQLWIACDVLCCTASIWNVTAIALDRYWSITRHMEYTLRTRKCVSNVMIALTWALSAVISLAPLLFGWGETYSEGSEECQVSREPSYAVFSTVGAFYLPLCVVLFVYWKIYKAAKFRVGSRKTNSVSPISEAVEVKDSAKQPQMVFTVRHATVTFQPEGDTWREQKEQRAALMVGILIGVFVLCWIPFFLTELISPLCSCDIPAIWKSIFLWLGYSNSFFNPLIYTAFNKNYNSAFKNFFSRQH
# SR-BI HDL uptake: inhibitors of mouse SR-BI mediated HDL lipid uptake. inhibition, % at 12.5 µM. Q61009. AID 488896. actives 0.96% (n = 320,000). ldlA[mSR-BI] CHO cells, DiI-HDL uptake fluorescence, 3 h;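 active = mean replicate inhibition of at least 70% and a set share of replicates each scoring 70 or more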;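 note: 0% = median of neutral control wells and 100% = median of positive control wells; values of inactives mirror those of a sister screen read the other way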
# CDK5 p35 inh: blocks human CDK5/p35 kinase activity. Q00535+Q15078. Recombinant CDK5/p35, ADP-Glo luminescence, 60 min. inhibition, % at 10 µM. actives 0.01% (n = 330,000). AID 488839;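 active = highest replicate inhibition of at least 50% and at least 75% of replicates reaching 50%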;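 note: plate controls were DMSO neutral control for no effect and GW8510 at 10 µM for full effect; many of its hits are not listed in these tables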
# Target sequence (Q00535 whole entry, looked up): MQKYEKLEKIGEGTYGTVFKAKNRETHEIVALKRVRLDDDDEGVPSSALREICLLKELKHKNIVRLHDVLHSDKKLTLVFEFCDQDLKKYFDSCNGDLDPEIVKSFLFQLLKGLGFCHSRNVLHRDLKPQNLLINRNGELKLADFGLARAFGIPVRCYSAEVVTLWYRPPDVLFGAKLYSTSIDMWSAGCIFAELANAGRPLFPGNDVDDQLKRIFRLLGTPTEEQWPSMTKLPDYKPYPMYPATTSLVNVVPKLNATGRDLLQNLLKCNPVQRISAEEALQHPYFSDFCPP
# Target sequence (Q15078 whole entry, looked up): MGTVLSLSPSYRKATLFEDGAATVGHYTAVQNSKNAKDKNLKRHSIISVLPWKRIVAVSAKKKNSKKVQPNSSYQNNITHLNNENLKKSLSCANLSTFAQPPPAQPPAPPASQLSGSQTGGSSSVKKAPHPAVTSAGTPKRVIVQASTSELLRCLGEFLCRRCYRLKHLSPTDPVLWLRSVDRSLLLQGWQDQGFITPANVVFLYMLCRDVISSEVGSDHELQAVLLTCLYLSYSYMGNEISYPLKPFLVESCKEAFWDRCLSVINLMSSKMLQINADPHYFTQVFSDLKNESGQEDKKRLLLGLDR
# V-ATPase pHluor: alters yeast V-ATPase proton transport; S. cerevisiae, pHLuorin cytosolic pH fluorescence; response, % at 10 µM; actives 0.37% (n = 350,000); AID 504577; in the data active = response mostly above about 7.3%, no sharp cut-off; inactive = mostly below about 5.4%; note: actives read high; inactives centre near 0; some compounds called inactive have numbers as strong as hits; reference of the scale not given here
# HTR5A inv ctr: inverse agonist of human HTR5A in OPRM1-OPRD1 counter-screen; P47898; HTR5A cell line, luminescence, inverse agonism; inhibition, % at 9.3 µM; actives 0.083% (n = 340,000); AID 504634; in the data active = inhibition mostly above about 23%, no sharp cut-off; inactive = mostly below about 18%;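 note: 0% = cells with DMSO and 100% = no-cell wells with DMSO; some compounds called inactive have numbers as strong as hits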
# Wnt bcat act: activators of Wnt/beta-catenin signaling; AID 743398; activation, % at 9.35 µM; actives 1.2% (n = 300,000); Wnt/beta-catenin reporter cell assay, activator, plate reader; in the data active = activation above about 30%, passing the limit was not always enough;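 note: 0% = neutral control wells and 100% = positive control wells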
# * marks the source's active call; other numbers are inactive results; · = not tested or not shown.
# Every second line gives: dFosB activator	NSD2 inh	PvdQ acylase	MITF TRPM1 HTS	HTR5A ag	SR-BI HDL uptake	CDK5 p35 inh	V-ATPase pHluor	HTR5A inv ctr	Wnt bcat act
> CN1C(=O)[C@H]2[C@@H](/C=C/c3ccccc3)N3C(=O)CN(Cc4ccccc4)C(=O)[C@@]3(C)[C@H]2C1=O
→ 3	·	3	2	4	-20	0.6	0	7	-2
> COc1ccc([N+](=O)[O-])cc1N(CC(=O)NC(C(C)C)C(C)C)S(C)(=O)=O
→ -3	-1	-15	-7	0	-7	-2.7	-2	-1	-2
> CC(=O)CCC(=O)NCCc1ccccc1F
→ -2	-3	-6	6	-7	-14	-0.8	-2	-3	·
> COc1ccccc1C(=O)NN(C)C1=NS(=O)(=O)c2ccccc21
→ -4	3	-8	-5	-1	-27	-2.8	1	5	1
> CCC1(C)Cc2c(sc3[nH]c(=S)[nH]c(=S)c23)CO1 (centres undefined)
→ 2	7	-1	9	2	-3	1.1	-4	-8	0
> Cc1ccc(-c2nc(SCC(N)=O)c(C#N)c3c2CCCC3)cc1
→ -16	0	11	·	7	30	-2.6	0	-21	-4
> CC(C)(C)OC(=O)C[C@@H]1C/C=C\C[C@@H](CC(=O)N[C@@H](CO)Cc2ccccc2)C(=O)NC[C@@H](c2ccccc2)OC1=O
→ 1	·	-7	8	-7	-3	0.3	4	18	-5
> C/C(=N/O)c1ccc(Oc2cnccn2)cc1
→ 3	-7	1	-2	2	-21	1.2	3	14	2
> COC(=O)Nc1cc(C(=O)c2ccc(Cl)cc2Cl)c[nH]1
→ -5	·	-8	-8	4	22	-0.7	12	-13	0
> Cc1cccc2cc(CN(CC3CCCO3)C(=S)Nc3ccccc3)c(=O)[nH]c12 (centres undefined)
→ -3	3	-11	-11	1	8	1.3	2	-10	-1
> CC(C)Cn1c(=O)c(C(=O)N/N=C/c2cccc(F)c2)c(O)c2ccccc21
→ -3	0	7	-25	4	9	0.6	1	-14	-2
> Cc1ccc(NC(=S)NCc2ccc3c(c2)cc(C)n3C)c(C)c1
→ -7	8	-17	3	5	-44	0.1	0	-11	-2
> O=C(c1cc(COc2ccc(F)cc2Cl)on1)N1CCCCC1c1cccnc1 (centres undefined)
→ -4	-1	1	26	1	14	0.6	1	8	1
> Cc1ccc(S(=O)(=O)N2CCN(C(=O)C(C)Cn3cncn3)CC2)cc1 (centres undefined)
→ -8	0	18	10	-1	·	1.4	-1	4	21
> Cc1ccc(/C=N/NC(=O)c2nc3nc(C)cc(C)n3n2)cc1
→ -1	-2	0	6	-3	8	0.0	6	29	·
> COc1ccc(-c2noc(-c3ccccc3C(=O)NCC3CCCO3)n2)cc1 (centres undefined)
→ 2	-1	-16	-5	-3	-58	0.3	-1	-26	11
> CC(NC(=O)Cn1cnnn1)c1cccc(C(F)(F)F)c1 (centres undefined)
→ 2	-1	-8	-7	2	·	-0.2	0	-12	1
> O=c1c2ccccc2nnn1Cc1ccccn1
→ 3	0	3	-2	3	-20	2.4	-3	0	·
> CCc1cc2c(=O)c(-c3nc4ccccc4n3C)c(CCCC(=O)O)oc2cc1OC(=O)C(C)(C)C
→ -3	-3	-15	-19	3	-3	-1.9	1	-15	0
> CC(Oc1ccc(Cl)cc1Cl)C(=O)Nc1cccnc1 (centres undefined)
→ 4	3	5	7	0	-12	-1.0	4	-33	·
> CCc1nc(SCC(=O)c2cccs2)c2oc3ccccc3c2n1
→ -12	-1	-3	·	1	31	-1.2	0	-4	14
> CC(NC(=O)/C(=C\c1ccco1)NC(=O)c1ccccc1Br)C(=O)O (centres undefined)
→ 2	-1	-6	19	2	-28	2.4	·	-2	-4
> COc1cc([C@@H]2c3cc4c(cc3[C@@H](O[C@@H]3O[C@@H]5CO[C@@H](C)O[C@H]5[C@H](O)[C@H]3O)[C@H]3COC(=O)[C@H]23)OCO4)cc(OC)c1O
→ 2	·	-3	-14	-2	0	-0.3	0	8	2
> O=C(N/N=C/c1oc(O)c2ccccc12)c1ccccc1
→ -3	-2	-9	64	4	25	-0.3	1	-12	7
> OCCNCCCCOc1ccc(OCc2ccccc2)cc1
→ -2	10	3	48	2	-27	-0.3	-10	13	-2
> Cn1c(=O)c2[nH]c(COc3ccc(C(C)(C)C)cc3)nc2n(C)c1=O
→ -22	0	-11	-21	11	·	-1.8	2	-34	·
> O=C1CC(c2ccccc2)CC(O)=C1C=Nc1ccc(Cl)cc1 (centres undefined)
→ -3	-4	-7	9	0	-9	1.0	-3	0	-10
> O=Cc1coc2ccc3ccccc3c2c1=O
→ -3	-1	-8	·	3	10	2.6	0	-10	-1
> COc1ccccc1NC(=O)CN1CCC(C(=O)c2ccc(F)cc2)CC1
→ -7	11	-8	·	3	4	-0.5	0	-8	-5
> Cc1cc2c(c(=O)o1)C(C(C)C)C(C#N)=C(N)O2 (centres undefined)
→ -4	5	-14	-8	4	-7	-0.9	2	10	-1
> CC1(C)CC(=O)C=C(NCc2ccncc2)C1
→ -1	1	4	9	-1	-11	-0.2	-4	-5	·
> CCCCC[n+]1ccn(-c2nc3ccccc3nc2[N-]S(=O)(=O)c2ccccc2)c1
→ -2	0	12	·	-1	-21	5.0	-1	-1	-1
> COCCn1c(C)cc2c(c1=O)C(c1ccccc1F)C(C#N)=C(N)O2 (centres undefined)
→ 4	-3	-12	-7	1	17	-1.4	-2	-2	-2
> CN(Cc1ccccc1)C(=O)c1ccccc1Br
→ -2	0	-15	-16	-2	3	·	-4	-4	-5
> CCN(Cc1cnn(C)c1)C(=O)c1ccc(OC2CCN(S(=O)(=O)N(C)C)CC2)cc1
→ -9	-5	-7	-8	-2	-2	-0.3	-2	-15	0
> C/C(=N\NC(=O)c1ccc(Br)cc1)C1C(=O)c2ccccc2C1=O
→ 0	8	-14	9	9	18	1.2	7	-23	16
> CC(=O)NCC(=O)N(c1c(C)n(C)n(-c2ccccc2)c1=O)C1(C(=O)NC2CCCC2)CCCCC1
→ -12	-10	-10	7	-2	0	1.1	8	-3	0
> COc1ccc(S(=O)(=O)N2CCC(C(=O)N(C)Cc3ccc(C)o3)CC2)cc1OC
→ -13	3	11	0	-1	4	0.5	2	3	-1
> COc1ccc(-c2ocnc2C(=O)Nc2ccc(N3CCOCC3)cc2N2CCOCC2)cc1OC
→ -5	3	-3	·	7	·	-0.6	-4	-21	-1
> CN(CC(=O)Nc1ccc(F)c(F)c1F)C(=O)C1CCCO1 (centres undefined)
→ 7	0	12	-3	3	-24	1.2	0	-2	-2
> COc1cccc2[nH]c3c(=O)[nH]cnc3c12
→ 5	-2	-19	-24	4	-18	-0.7	-2	-15	-1
> O=C(NCc1ccccc1)C(c1ccco1)N(C(=O)c1cnccn1)c1ccc(F)cc1 (centres undefined)
→ -6	-3	-18	·	3	-25	-3.8	2	-28	2
> COc1ccc2nc(NC(=O)CSc3nc(C)cc(=O)[nH]3)sc2c1
→ -2	·	5	·	-1	12	-0.2	-7	15	22
> C#CCOC(=O)Nc1cccn(Cc2c(Cl)cccc2Cl)c1=O
→ -9	1	7	-10	2	21	1.2	1	-2	7
> COc1cccc(Cn2cc(N)cn2)c1
→ -1	0	-5	-7	1	-4	-0.1	1	-9	1
> COCCn1cc(-c2csc(N)n2)c2ccccc21
→ -3	8	-18	·	1	15	0.1	1	-3	-3
> O=C(CSc1nc2ccc([N+](=O)[O-])cc2[nH]1)c1ccc2ccccc2c1
→ 8	-1	0	-5	-1	13	2.2	-2	10	-4
> CCn1c(NC(=O)c2ccccc2)c(-c2cccs2)c(=O)c2ccccc21
→ -5	0	0	-3	8	-15	-0.1	2	-7	·
> Cc1ncc(CN2CCN(C3CCCC3)C(CCO)C2)s1 (centres undefined)
→ 4	1	-15	-11	-1	-14	-0.9	-1	3	0
> COc1ccc(C(=O)Nc2ccccc2)cc1NC(=O)c1ccc([N+](=O)[O-])cc1
→ -7	-1	0	11	4	59	1.2	1	-14	-2
> O=C(NC1CCN(S(=O)(=O)c2ccccc2)CC1)c1ccccc1
→ 1	-3	-4	8	0	-1	0.5	2	-1	0
> O=C(O)c1sccc1S(=O)(=O)N1CCOCC1
→ 3	-3	-17	-1	0	0	0.5	-4	-1	-2
> CS(=O)(=O)Nc1ccc(C(=O)Nc2ccccc2C(=O)N2CCCC2)cc1
→ -6	4	-11	-11	-6	-14	-1.4	1	15	-2
> Cn1c(Cc2csc(N)n2)nnc1SCC(=O)NCc1ccccc1
→ 1	5	-6	13	3	-39	2.4	3	-7	-5
> CCCCCCn1c(CN2CCCC(C)C2)nc2c1c(=O)n(C)c(=O)n2C (centres undefined)
→ -3	-1	-4	·	2	12	-1.7	-24	3	-3
> CS(=O)(=O)N1CCC(C(=O)Nc2ccc(F)c(Cl)c2)CC1
→ 0	-2	-7	·	-2	-10	0.4	1	6	1
> C/C(N)=C(/C#N)C(=O)CSc1nc2ccc(C)cc2[nH]1
→ -1	·	1	32	-1	35	0.1	-6	3	5
> COc1cc(C)c(-c2[nH]ncc2-c2csc(C)n2)c(O)c1
→ -4	0	-10	-6	-2	9	0.5	-3	5	-2
> Cc1ccc(C(=O)NC2CCCCCC2)o1
→ -7	2	-13	·	3	-6	-1.5	0	-7	6
> Cn1c(=O)c2cc(S(=O)(=O)NC(C(=O)Nc3cccc(F)c3)c3ccccc3)ccc2n(C)c1=O (centres undefined)
→ -5	·	-15	11	5	-13	-1.9	-2	-14	-10

# (next part)
# Every second line gives: dFosB activator	NSD2 inh	PvdQ acylase	MITF TRPM1 HTS	HTR5A ag	SR-BI HDL uptake	CDK5 p35 inh	V-ATPase pHluor	HTR5A inv ctr	Wnt bcat act
> NS(=O)(=O)c1ccc(NC(=O)c2ccc(CNS(=O)(=O)c3cc(C(F)(F)F)ccc3Cl)cc2)cc1
→ 108*	-1	-3	7	-1	·	0.5	-1	7	-3
> COc1cccc(NC(=O)Cc2nnc(SCC(=O)NC3CCCC3)n2C)c1
→ 8	-1	-12	-3	-4	·	0.8	-1	-18	1
> CCOC(=O)C1CCN(S(=O)(=O)c2ccc(C)c(C)c2)CC1
→ 2	0	-17	0	1	-33	1.0	0	-3	-2
> Cc1cccc(OCc2nnc(SCc3cc(=O)n4cc(Br)ccc4n3)o2)c1
→ 3	2	-3	-11	5	-9	-1.2	2	-11	-1
> CC(=O)c1cc2c(cc1NC(=O)CCn1cnnn1)OCO2
→ 0	3	0	-1	-1	·	1.8	0	-21	-2
> COCCCN(C(=O)Cc1ccc(Cl)c(Cl)c1)c1c(N)n(Cc2ccccc2)c(=O)[nH]c1=O
→ 14	-3	-15	-1	3	·	-0.4	-1	6	0
> Cc1nc2c(C)cccc2c2c1CCN2c1ccccc1F
→ -5	-4	-18	·	5	-17	0.1	1	-7	3
> CCOC(=O)C(C(=O)OCC)N(C#N)c1nc(SC)nc(N(C)C)n1
→ -1	5	-7	·	1	-8	-1.8	0	-3	1
> O=C(O)c1ccc(/C=N/NC(=O)c2ccc3c(c2)OCCO3)cc1
→ -6	-2	-8	-3	2	-12	1.2	1	3	1
> O=C(O)C1(Nc2ccccc2Cl)CCCC1
→ -2	1	-13	-6	1	-15	1.3	-4	-5	-4
> COc1cc(N2CCC(O)CC2)ccc1Nc1nnc(Cl)c(Nc2ccccc2S(C)(=O)=O)n1
→ -2	·	-2	-20	-9	18	0.0	-7	26*	·

# Quoted from the listing.
# Value of `CCOC(=O)C1CCN(S(=O)(=O)c2ccc(C)c(C)c2)CC1` in Wnt bcat act: -2
# Value of `O=C(O)c1ccc(/C=N/NC(=O)c2ccc3c(c2)OCCO3)cc1` in CDK5 p35 inh: 1.2
